ALOX12 inhib: inhibitors of human 12-lipoxygenase (ALOX12); purified 12-hLO, xylenol orange hydroperoxide absorbance; AID 1452; Potency, µM (titrated, usually from 57.1 µM), inactives show at the top dose activity change, negative = inhibition, most hits filed as inhibitors; hit rate 0.12% among 150,000; P18054; further: potency means the concentration at half of the fitted maximal effect; nearly all actives have a fitted effect of over 55% in size; many of its hits are not listed in these tables
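Purified human 12hLO (150 nM final) was preincubated with compounds for 15 min at room temperature in 25 mM Hepes pH 7.0, 0.01% Triton X-100, then reacted with 40 uM arachidonic acid for 30 min. Hydroperoxide was detected with ferrous iron/xylenol orange.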
ALOX15B inhib: 15-hLO-2 (ALOX15B) enzyme inhibition; O15296; purified 15hLO-2, xylenol orange hydroperoxide absorbance; Potency, µM (series often up to 57.1 µM), for inactives: at the highest dose activity change, negative = inhibition, hits mostly inhibitors; hit rate 0.56% among 110,000; further: potency means the concentration at half of the fitted maximal effect; nearly all actives have a fitted effect of over 60% in size; many of its hits are not listed in these tables
Target sequence (O15296 whole entry, looked up): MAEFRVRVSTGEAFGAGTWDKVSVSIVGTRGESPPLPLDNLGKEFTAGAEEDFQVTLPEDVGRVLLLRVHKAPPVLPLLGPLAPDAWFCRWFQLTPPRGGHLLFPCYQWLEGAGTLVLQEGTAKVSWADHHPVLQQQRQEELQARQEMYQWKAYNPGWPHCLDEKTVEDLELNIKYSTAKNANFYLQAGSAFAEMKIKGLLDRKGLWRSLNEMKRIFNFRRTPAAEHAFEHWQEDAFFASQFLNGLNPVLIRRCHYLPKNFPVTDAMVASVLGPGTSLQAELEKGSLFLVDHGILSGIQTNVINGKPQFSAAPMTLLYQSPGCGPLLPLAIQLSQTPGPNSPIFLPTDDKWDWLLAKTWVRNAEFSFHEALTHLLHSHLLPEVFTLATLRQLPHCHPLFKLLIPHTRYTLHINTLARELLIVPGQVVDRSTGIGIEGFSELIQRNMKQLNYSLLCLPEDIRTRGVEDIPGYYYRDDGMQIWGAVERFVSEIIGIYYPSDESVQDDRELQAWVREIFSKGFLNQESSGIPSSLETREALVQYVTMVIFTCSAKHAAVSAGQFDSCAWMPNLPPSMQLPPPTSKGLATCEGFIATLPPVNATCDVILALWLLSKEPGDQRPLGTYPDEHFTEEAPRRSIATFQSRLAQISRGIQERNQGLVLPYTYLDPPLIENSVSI
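Enzyme 50 nM, AA 45 uM, 25 mM Hepes pH 7.5 + 0.01% Triton X-100; cpd preinc 15 min RT, rxn 90 min RT; stop/detect with 200 uM XO + 300 uM Fe(II) in 50 mM H2SO4, 30 min; A573/A405.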
IMPase cell inh: IMPase inhibition in cells; P97697; CHO-M1 cells, IP1 accumulation, HTRF TR-FRET ratio; inhibition (IP1 accumulation), % at 46.1 µM; 120,000 tested, under 10 active; AID 901; active means well fitted curve in the direction sought with a large enough effect in the signal ratio, not every such curve was filed as active; inconclusive means small, poorly fitted or top-dose-only effect, or a change in a side signal; inactive means no such curve, though single readings can be large or run the other way; the % refers to the signal ratio;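 further: cells stimulated with carbachol in lithium chloride buffer; plate controls were DMSO basal wells for no effect and reference inhibitor wells for full effect; higher means more IMPase inhibition seen as more IP1 and lower FRET ratio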
Target sequence (P97697 whole entry, looked up): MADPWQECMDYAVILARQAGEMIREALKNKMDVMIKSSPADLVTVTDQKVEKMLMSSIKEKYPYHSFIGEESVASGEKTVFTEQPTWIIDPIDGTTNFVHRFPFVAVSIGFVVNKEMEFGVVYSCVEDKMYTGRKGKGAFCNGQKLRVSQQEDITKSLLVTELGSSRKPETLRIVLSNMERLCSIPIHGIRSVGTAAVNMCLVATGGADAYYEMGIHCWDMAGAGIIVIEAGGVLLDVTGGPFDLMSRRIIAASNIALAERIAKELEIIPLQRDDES
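CHO-M1, 2000 cells/well, cultured 16–30 h; cpd up to 46 uM; carbachol (50 uM solution, stimulation buffer w/ 50 mM LiCl, pH 7.4), 30 min 37C; IP-One TR-FRET, 10 min RT; Ex 320/Em 665, 620; Hill-fit AC50.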
PNC inhibitor: blocks assembly of the perinucleolar compartment. activity change (PNC), negative = inhibition, % at 10 µM. PC3M PTB-GFP, PNC prevalence imaging, 16 h; hits give low values. AID 2417. hit rate 3.1% among 140,000;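 active means readout at or below -70, meaning at least 70% loss of cells showing the perinucleolar compartment, a nuclear body marking cancer cells; inconclusive means readout between -30 and a set limit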;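 further: plate controls were DMSO wells for no effect and camptothecin positive control wells for full effect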
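Compounds are pinned in duplicate onto adhered PC3M cells stably expressing GFP-tagged PTB and incubated 16 h at 37 C. Cells are then fixed, nuclei stained with Hoechst, and PNC-positive cells counted.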
Active calls of the source: *; ? = inconclusive; · = not tested or not shown; & = joins results of further samples; [ ] = dose if it differs, or a comment. Unless noted, the call rests on the fitted dose curve; in most records, active means well fitted curve in the direction sought with a large enough effect; inconclusive means small, poorly fitted or top-dose-only effect, or another doubt; inactive means no such curve, though single readings can be large; an effect the other way counts as inactive or inconclusive. Unless noted, on the % scale 0 is the no-effect control and ±100 the full control effect. A portion of the library; count on the stated rates, not on these rows.

no.	ALOX12 inhib	ALOX15B inhib	IMPase cell inh	PNC inhibitor	Structure
1	2%	·	·	33	COc1ccc(NC(=O)C(CCCCNC(=O)OC(C)(C)C)NC(=O)OCc2ccccc2)cc1 (stereo not given)
2	1%	-6%	-7	-6	CNc1ncc(C(=O)c2ccccc2)s1
3	-9%	3%	1	0	Cc1ccc(-c2nnc(SCc3ccccc3F)o2)cc1
4	0%	·	-2	16	O=C(Cc1ccccc1Cl)Nc1cccc(S(=O)(=O)N2CCOCC2)c1
5	-3%	-8%	·	·	CC(C)CN1CCCC2(CCN(C(=O)c3csnn3)CC2)C1
6	0%	6%	7	?	O=C(Nc1cccnc1)c1c(F)cccc1F
7	-14%	-25%	3	5	COc1ccc(-n2cnnc2SC(C)c2nc3sc(C)c(C)c3c(=O)[nH]2)cc1 (stereo not given)
8	-4%	3%	3	-1	COC(=O)c1ccc(SCc2cnc(Cl)s2)cc1
9	-1%	-2%	-8	7	O=C(O)CC(NCc1ccco1)C(=O)OCC1CCCO1 (stereo not given)
10	-2%	-11%	2	?	COc1ccc(C(NC(N)=O)c2ccccc2)cc1 (stereo not given)
11	?	3%	5	34	COc1cccc(/C=N/NC(=O)CSc2nnc(C)n2-c2ccccc2)c1O
12	-12%	-14%	11	3	CCOC(=O)c1c(NC(=O)CSc2nnc(-c3cccnc3)n2Cc2ccco2)sc(C)c1C
13	2%	·	·	?	Cc1ccc(CNC(=O)CO/N=C/c2ccc3c(c2)OCO3)cc1
14	-1%	5%	-4	?	COc1ccc(N(CC(=O)N2CCN(C)CC2)S(C)(=O)=O)cc1OC
15	-2%	·	·	?	O=C(/C=C\Nc1ccc(Br)cc1)c1cccnc1
16	-4%[11.4 µM]	-3%[11.4 µM]	·	·	N[C@@]1(C(=O)O)CCC[C@@H]1C(=O)O
17	-11%	-22%	-6	?	O=C1c2ccccc2C(O)(Cc2ccccc2)N1C1CCCCC1 (stereo not given)
18	0%	·	·	-10	CC(=O)c1nn(-c2ccccc2)cc1C(=O)c1cccc(Br)c1
19	-24%	-4%	5	12	Cc1ccc(S(=O)(=O)N2CCN(C(=O)CSc3ncc(C(F)(F)F)cc3Cl)CC2)cc1
20	-6%	4%	-1	?	CC(C)CNC(=O)COC(=O)c1cncc(Br)c1

Structures above with a COOH group:
no.	ALOX12 inhib	ALOX15B inhib	IMPase cell inh	PNC inhibitor	Structure
9	-1%	-2%	-8	7	O=C(O)CC(NCc1ccco1)C(=O)OCC1CCCO1 (stereo not given)
16	-4%[11.4 µM]	-3%[11.4 µM]	·	·	N[C@@]1(C(=O)O)CCC[C@@H]1C(=O)O

(continued)
no.	ALOX12 inhib	ALOX15B inhib	IMPase cell inh	PNC inhibitor	Structure
21	-6%&-3%&6%	-3%&-6%	·	?	CC(COc1ccccc1)N(CCCl)Cc1ccccc1 (stereo not given)
22	3%	11%	-3	3	O=C(Nc1ccnc(-c2cccnc2)n1)c1cccc(Cl)c1Cl
23	-5%	-4%	-8	15	Cc1nc(N2CCN(C(=O)CCC(=O)O)CC2)c2c(C)c(C)sc2n1
24	-8%	5%	0	-10	O=C(NN=C1CCCCCC1)c1cc(-c2ccccc2)nc2ccccc12
25	-2%	0%	-17	23	CCc1nnc(NC(=O)CSc2nnc(COc3ccccc3)n2-c2ccc(C)cc2)s1
26	3%	·	?	-2	CCn1nccc1C(=O)Nc1cc(Cl)cc(Cl)c1
27	0%	-10%	0	-12	COc1cc(NC(=O)c2cccs2)c(C(=O)OCC(=O)NC(C)c2ccccc2)cc1OC (stereo not given)
28	3%	33%[activator]	6	?	Nc1nc(-c2nc3ccccc3[nH]2)cs1
29	-12%	-5%	1	-29	CCOc1ccc(C(=O)OCC(=O)c2c(N)n(C)c(=O)n(C)c2=O)cc1OCC
30	-4%	-6%	-14	-26	N#CCCn1c(C2CCCCC2)nc2ccccc21
31	-3%	·	?	-10	COc1ccc(C2CC(=O)c3cnc(NC(=O)c4ccccc4OC)nc3C2)c(OC)c1 (stereo not given)
32	-3%	·	·	31	CCOC(=O)c1c(C)[nH]c(C(=O)COC(=O)/C=C/c2ccc(OC(F)F)cc2)c1C
33	1%	·	7	43	CCOc1ccc(NC(=O)N2CCC(c3ccc(C)cc3)C2)cc1 (stereo not given)
34	-5%	·	·	59	COC(=O)c1ccc(S(=O)(=O)NNC(=O)c2ccc(S(=O)(=O)N3CCCCC3)cc2)cc1
35	-6%	5%	·	·	COc1ccc(C(=O)N2CCC3(CCCN(C(=O)Nc4cccc(F)c4)C3)CC2)cc1
36	-3%	23%	-3	30	Nc1nc(-c2ccc(Cl)cc2Cl)cn1N
37	1%	11%	-16	-107*	CCN1CCN(C(=O)c2cc(-c3cccnc3)nc3ccc(Br)cc23)CC1
38	-10%	20%	-1	-91*	O=C(NCCCn1ccnc1)c1cc(-c2ccc3c(c2)OCO3)on1
39	-1%	6%	8	4	Cc1c(C(=O)N2CCOCC2)sc2ncnc(N3CCc4ccccc4C3)c12
40	-7%	-9%	-2	-17	S=C(NCc1ccco1)N1CCN(C(c2ccccc2)c2ccccc2)CC1

Continuation:
no.	ALOX12 inhib	ALOX15B inhib	IMPase cell inh	PNC inhibitor	Structure
41	0%	40%[activator]	5	?	CCN(CC)CCNc1ncnc2c1sc1nc(N3CCOCC3)c3c(c12)CC(C)(C)SC3
42	2%	·	·	17	Cc1cc(C(=O)N/N=C/c2c(C)n(C)c3ccccc23)n[nH]1
43	?	4µM*	·	·	CC1(C)CC(Nc2ccc(Nc3ccccc3)cc2)CC(C)(C)N1
44	2%	-10%	?	29	CCc1c(C)nc(SCC(=O)N2CCc3ccccc32)[nH]c1=O
45	4%	-4%	·	·	O=C(O)c1cccc(Cl)c1Cl
46	-11%	·	?	46	COc1cccc(/C=N/NC(=O)c2c(-c3ccccc3)noc2C)c1O
47	3%	30%	1	17	Cc1cccc(C2CC(c3ccc(F)cc3)Nc3nc(N)nn32)c1 (stereo not given)
48	-1%	·	·	5	Cc1ccc2cc(CCNC(=O)c3cccs3)c(=O)[nH]c2c1C
49	-1%	-4%	-3	-16	COCCNC(=O)CCCCCN1C(=O)CCC1=O
50	-2%	4%	6	?	COc1ccccc1Oc1ccc(S(=O)(=O)Nc2cccnc2)cc1
51	-7%	0%	-1	13	CC(C)NS(=O)(=O)c1ccc(OCC(=O)NCc2cccnc2)cc1
52	-1%	1%	-4	-2	O=C(CSc1nc2ccccc2o1)c1ccc2c(c1)OCCO2
53	2%	·	·	-25	CC1CCCN(C(=S)SCC(=O)O)C1 (stereo not given)
54	-1%	·	8	0	O=C(CN1C(=O)NC2(CCc3ccccc3C2)C1=O)Nc1ccc(Cl)cc1F (stereo not given)
55	-1%	-11%	3	10	CCOC(=O)Nc1sc(C(=O)N(C)C)c(C)c1C(=O)OCC
56	1%	·	·	28	Cc1csc(-c2cccnc2)n1
57	-1%	·	3	2	CSc1cccc(NC(=O)CSc2ncccc2C(=O)Oc2cccc([N+](=O)[O-])c2)c1
58	-2%	-3%	15	10	O=C(O)CC(Cc1ccc(Br)cc1)C(=O)O (stereo not given)
59	2%	·	-2	-19	Cc1cccc(NC(=O)CN(C)S(=O)(=O)c2cccc3nsnc23)c1C
60	0%	10µM*	8	30	CCOC(=O)c1cc(-c2ccccc2)sc1NC(=S)Nc1cc(C)ccn1

Next entries
no.	ALOX12 inhib	ALOX15B inhib	IMPase cell inh	PNC inhibitor	Structure
61	-7%	-1%	11	16	CCOC(=O)c1ccc2c(c1)nc(SCC(=O)NC(C)C)n2CC
62	0%	·	·	34	CC(C)CN(CC(C)C)c1nnc(N)s1
63	-1%	·	-20	-7	Cc1c([N+](=O)[O-])c([N+](=O)[O-])nn1CC(=O)NCCc1ccccc1
64	2%	·	·	-92*	Cc1cc(SC(C)C(=O)Nc2ncc(Cl)cc2Cl)nc2ccccc12 (stereo not given)
65	-1%	·	·	-18	COc1ccc(CC(=O)NNC(=O)c2cnccn2)cc1
66	-1%	·	-3	-28	O=C(CN1C(=O)CSCC1=O)Nc1ccc2c(c1)OCO2
67	-2%	-4%	7	27	O=c1cc(/C=C/c2ccccc2)oc2ccccc12
68	1%	10%	·	·	CN1CCN(c2ncnc3ccc(-c4ccccc4C#N)cc23)CC1
69	-1%	-9%	-1	-24	CCC(C)NC(=O)N[C@@H](Cc1ccccc1)C(=O)O (stereo not given in full)
70	3%	0%	-1	3	CCCn1c(=O)c2ccccc2n2c(SCC(=O)c3cc(C)n(CC4CCCO4)c3C)nnc12 (stereo not given)
71	2%	-8%	8	29	CCCn1c(-c2ccc(F)cc2)cnc1SCC(=O)O
72	-1%	·	·	25	COC(=O)Cc1ccc2sc(-c3ccccc3)nc2c1
73	-1%	4%	4	15	CC(=O)Nc1ccc(N/C=C/C(=O)c2ccc(C)o2)cc1
74	-1%	-3%	-7	-17	COc1ccc(/C=C(\NC(=O)c2ccccc2)C(=O)N/N=C/c2ccncc2)cc1
75	-1%	-3%	5	18	O=C(CSc1ncn[nH]1)Nc1ccccc1C(=O)O
76	-1%	·	1	59	Cc1ccc(-c2nc(NC(=O)CSc3cc(C)c4ccccc4n3)ns2)cc1
77	-3%	·	1	-11	CCOC(=O)C(NC(C)=O)(Nc1ccc(S(=O)(=O)Nc2cc(C)on2)cc1)C(F)(F)F (stereo not given)
78	1%	-13%	5	?	CCOC(=O)C(CC)Sc1nnc2n1C(C)(C)Cc1ccccc1-2 (stereo not given)
79	-4%	1%	9	-28	COc1ccc2nc(NC(=O)CNS(=O)(=O)c3cccs3)sc2c1
80	0%	-4%	3	-20	CC(C)C(OC(=O)c1ccco1)C(=O)NCc1cccs1 (stereo not given)

5 entries drawn at random from those above, as already listed:
no.	ALOX12 inhib	ALOX15B inhib	IMPase cell inh	PNC inhibitor	Structure
9	-1%	-2%	-8	7	O=C(O)CC(NCc1ccco1)C(=O)OCC1CCCO1 (stereo not given)
43	?	4µM*	·	·	CC1(C)CC(Nc2ccc(Nc3ccccc3)cc2)CC(C)(C)N1
75	-1%	-3%	5	18	O=C(CSc1ncn[nH]1)Nc1ccccc1C(=O)O
58	-2%	-3%	15	10	O=C(O)CC(Cc1ccc(Br)cc1)C(=O)O (stereo not given)
72	-1%	·	·	25	COC(=O)Cc1ccc2sc(-c3ccccc3)nc2c1

New compounds follow.
no.	ALOX12 inhib	ALOX15B inhib	IMPase cell inh	PNC inhibitor	Structure
81	2%	1%	-1	79	CCOCCCNC(=O)C(c1ccc(C)cc1)N(Cc1ccc2c(c1)OCO2)C(=O)c1cnccn1 (stereo not given)
82	-4%	-1%	-1	22	Cc1ccc2nc(NC(=O)Cn3cc4c(n3)CCCCC4)sc2c1
83	-21%	-10%	-2	-27	COc1ccc(OC)c2c1C(=O)c1ccccc1C2=O
84	-15%	-3%	-14	?	O=c1c2ccccc2oc2nc(-c3ccco3)n(Cc3ccccc3)c(=O)c12
85	-11%	-7%	4	12	COc1ccc(C2C=C(C)Nc3nc(SC)nn32)cc1 (stereo not given)
86	0%	·	11	24	Clc1ccc(/C=N/Nc2nnc(Cl)c3ccccc23)cc1
87	-2%	·	2	1	O=C(COC(=O)c1cccnc1Nc1cccc(C(F)(F)F)c1)NC1CCS(=O)(=O)C1 (stereo not given)
88	2%	-1%	12	-12	CCOC(=O)COc1nc(OC)nc(N2CCOCC2)n1
89	0%	·	·	68	Cc1ccc(S(=O)(=O)c2cc3ccccc3oc2=Nc2ccc3c(c2)OCCO3)cc1
90	2%	12%	12	?	CCOC(=O)Cc1csc(NC(=O)c2ccc(S(=O)(=O)N3CCCCC3)cc2)n1
91	6%	·	4	48	Cc1ccc(Cn2nc(C)c(NC(=O)c3cc(-c4ccco4)on3)c2C)cc1
92	3%	-4%	-19	4	O=C(c1cccc(S(=O)(=O)N2CCOCC2)c1)N1CCCC1

Source: PubChem BioAssay
